# High-throughput results as filed in PubChem BioAssay.
# Rab9 promoter act – Rab9 promoter activation. AID 485297. actives 2.8% (n = 320,000). Potency, µM (highest dose often 9.22 µM), for the others: top-dose activation, negative = inhibition, most hits filed as activators. Huh7 Rab9 promoter-luciferase reporter, luminescence, 24 h; note: % of control where 0% means no effect; nearly all actives have a fitted effect of over 60% in size
#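 Stable Rab9-luc Huh7, 1500 cells/well, 2 h settle; cmpd in DMSO, 24 h, 37 °C/5% CO2; luciferase reagent 10 min RT; luminescence.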
# RORgamma inh – inhibitors of mouse ROR gamma transcriptional activity | Drosophila S2 Gal4-RORgamma UAS-luciferase reporter, 20 h | Potency, µM (top dose mostly 53.6 µM), without a hit: at the highest dose activity change, negative = inhibition, most hits filed as inhibitors | actives 5.4% (n = 310,000); note: % is set by controls: 0 for no effect and ±100 for the full control effect; nearly all actives have a fitted effect of over 60% in size
# Target sequence (P51450 whole entry, looked up, the tested form may be a part): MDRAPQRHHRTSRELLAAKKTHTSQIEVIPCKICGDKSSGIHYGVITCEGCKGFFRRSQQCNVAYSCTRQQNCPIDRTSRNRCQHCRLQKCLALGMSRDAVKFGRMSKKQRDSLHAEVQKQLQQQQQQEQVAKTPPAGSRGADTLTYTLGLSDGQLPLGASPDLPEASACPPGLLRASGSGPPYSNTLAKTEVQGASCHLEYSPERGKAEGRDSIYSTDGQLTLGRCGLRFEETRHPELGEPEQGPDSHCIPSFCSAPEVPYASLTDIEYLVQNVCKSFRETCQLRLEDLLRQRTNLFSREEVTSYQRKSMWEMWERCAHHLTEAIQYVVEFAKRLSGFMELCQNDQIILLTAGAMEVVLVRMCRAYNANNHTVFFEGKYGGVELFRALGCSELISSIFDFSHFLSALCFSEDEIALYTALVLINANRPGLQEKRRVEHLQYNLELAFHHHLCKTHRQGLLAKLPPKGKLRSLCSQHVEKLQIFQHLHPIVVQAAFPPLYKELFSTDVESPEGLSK
#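 Stable Schneider cell line, Gal4 DNA-binding domain fused to ROR gamma, UAS-luciferase. Cmpd 1 hr RT → CuSO4 700 uM final → 20 hr RT → luciferase reagent 10 min → luminescence.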
# Gal4-VP16 FLuc – counter-screen for ROR gamma inhibitors: Gal4-VP16 reporter; Potency, µM (top dose mostly 53.6 µM), for inactives: top-dose activity, negative = inhibition, hits mostly inhibitors; Drosophila S2 Gal4-VP16 UAS-luciferase, luminescence, 20 h; actives 3.5% (n = 310,000);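 note: Gal4-VP16 expression switched on by copper sulfate through the metallothionein promoter; % is set by controls: 0 for no effect and ±100 for the full control effect; nearly all actives have a fitted effect of over 50% in size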
# MBNL1 CUG block – MBNL1-poly(CUG) RNA binding inhibition; AID 2675; Potency, µM (top dose mostly 57.5 µM), inactives show top-dose activity change, negative = inhibition, usual class: inhibitors; actives 0.036% (n = 280,000); Q9NR56; TR-FRET MBNL1-His/biotin-(CUG)12 binding, 665/545 ratio; active = well fitted inhibition curve with a large enough effect in the signal ratio, with a control signal flat, not every such curve was filed as active; inconclusive = small, poorly fitted or top-dose-only effect, or effect the other way, or a change in a side signal; inactive = no such curve, though single readings can be large or run the other way; the % refers to the signal ratio; note: % is set by controls: 0 for no effect and ±100 for the full control effect
#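 Ratiometric TR-FRET (665 over 545 nm, excitation 340 nm) tracks disruption of MBNL1-His/biotin-(CUG)12 complex after 60 min at room temperature, with compounds at 92 nM to 58 uM final.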
# p53 reactivator – re-activators of mutant p53; H1299 p53-A138V BP100-luciferase reporter, luminescence, 24 h; Potency, µM (doses to about 92.2 µM), for inactives: at the highest dose activity change, positive = activation, hits mostly activators; actives 0.063% (n = 320,000); AID 504706; note: % of control where 0% means no effect; nearly all actives have a fitted effect of over 45% in size
#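 p53-null H1299 cells stably carrying temperature-sensitive p53-A138V and a BP100-luciferase reporter were pinned with compounds (4-point, 1:5 series) and held 24 hrs at 37 deg C. Luminescence was read 10 min after detection reagent.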
# BRCA1 expr act – BRCA1 expression activation; MCF7-BRCA1-FFLuc reporter, luminescence, 48 h; response scale: scaled: vehicle 0%, 10 µM genistein 100%; Potency, µM (top dose mostly 46.1 µM), for the others: at the highest dose activation, actives largely listed as activators; actives 1.1% (n = 380,000); AID 624202; note: nearly all actives have a fitted effect of over 80% in size; some results filed as inactive show a strong effect at the top dose
#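 Cells: MCF7-BRCA1-FFLuc, 2000/well. Exposure: 48 h, 37 °C, 5% CO2. Read: luminescence, 15 min post-substrate. Controls: genistein 10 microM (maximal activation), DMSO (neutral).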
# uPA surface inh – inhibitors of cell surface uPA generation | actives 0.31% (n = 330,000) | cell surface uPA generation assay, qHTS | Potency, µM (top dose mostly 38.3 µM), inactives show at the highest dose activity change, negative = inhibition, hits mostly inhibitors | AID 540303; active = well fitted inhibition curve with a large enough effect; inconclusive = small, poorly fitted or top-dose-only effect; inactive = no such curve, though single readings can be large or run the other way; tested in mouse RAW 264.7 cells; note: % is set by controls: 0 for no effect and ±100 for the full control effect; nearly all actives have a fitted effect of over 55% in size
# ELG1 genotoxic – induces genotoxicity in HEK293T cells with luciferase-tagged ELG1; AID 504466; Potency, µM (series often up to 46 µM), without a hit: top-dose activity change, positive = activation, actives largely listed as activators; HEK293T ELG1-luciferase reporter, luminescence, 16 h; actives 1.3% (n = 330,000); note: % of control where 0% means no effect; nearly all actives have a fitted effect of over 60% in size
#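 Luminescence read-out: rising ELG1-luciferase signal, reflecting elevated ELG1 protein under genetic stress, flags genotoxic compounds. Cells were treated for 16 hr at 37 °C before ONE-Glo detection.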
# FLuc counter – inhibits or activates purified firefly luciferase, miR-21 counter-screen; actives 6.9% (n = 360,000); P08659; Potency, µM (highest dose often 57.5 µM), without a hit: at the highest dose activity change, negative = inhibition, hits mostly inhibitors; AID 588342; purified FLuc, Km substrates, luminescence inhibition;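 note: plate controls were vehicle for no effect and reference inhibitor for full effect; nearly all actives have a fitted effect of over 55% in size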
# Target sequence (P08659 whole entry, looked up): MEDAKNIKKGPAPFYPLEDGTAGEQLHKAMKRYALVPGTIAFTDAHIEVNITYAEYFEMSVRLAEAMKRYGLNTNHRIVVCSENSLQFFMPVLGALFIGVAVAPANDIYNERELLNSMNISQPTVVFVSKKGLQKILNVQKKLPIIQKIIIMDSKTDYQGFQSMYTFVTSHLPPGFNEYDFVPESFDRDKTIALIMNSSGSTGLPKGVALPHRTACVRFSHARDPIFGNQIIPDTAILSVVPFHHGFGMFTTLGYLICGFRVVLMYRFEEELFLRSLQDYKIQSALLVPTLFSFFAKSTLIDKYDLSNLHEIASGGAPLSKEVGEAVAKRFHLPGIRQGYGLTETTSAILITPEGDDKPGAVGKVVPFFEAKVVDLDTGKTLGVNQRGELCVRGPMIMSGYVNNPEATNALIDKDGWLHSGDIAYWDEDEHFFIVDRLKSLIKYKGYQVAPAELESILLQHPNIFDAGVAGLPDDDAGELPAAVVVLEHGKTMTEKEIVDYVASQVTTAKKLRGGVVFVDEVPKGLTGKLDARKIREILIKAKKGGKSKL
#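 Purified P. pyralis luciferase, 10 nM final, with Km-level 10 uM D-luciferin and 10 uM ATP in 50 mM Tris acetate pH 7.5, 10 mM Mg acetate, 0.01% Tween-20, 0.05% BSA; 6-point qHTS titration about 60 µM downward; luminescence read.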
# NPC1 prom act – NPC1 promoter activation; Huh7 NPC1 promoter luciferase reporter, 24 h; Potency, µM (top dose mostly 9.22 µM), for inactives: at the top dose activation, usual class: activators; actives 2.4% (n = 320,000); AID 485313;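 note: % of control where 0% means no effect; nearly all actives have a fitted effect of over 60% in size; reporter is driven by a mutant NPC1 promoter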
#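 Huh7 reporter cells (NPC1 promoter driving luciferase) are dosed with compound for 24 h at 37 °C, 5% CO2; luciferase detection reagent is then added and luminescence measured after 10 min at ambient temperature.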
# The depositor's hits bear a star; ? = inconclusive; . = not tested or not shown; & = joins results of further samples; [ ] = dose if it differs, or a comment. Unless noted, calls come from the whole dose curve; as a rule, active = well fitted curve in the direction sought with a large enough effect; inconclusive = small, poorly fitted or top-dose-only effect, or another doubt; inactive = no such curve, though single readings can be large; an effect the other way counts as inactive or inconclusive. Potency is the fitted concentration of half-maximal effect.
no.	mol	Rab9 promoter act	RORgamma inh	Gal4-VP16 FLuc	MBNL1 CUG block	p53 reactivator
1	CCC(=O)Nc1cc2c(cc1C(=O)c1ccccc1)OCCO2	-7%	19%	2%	9%	-2%
2	O=C(Nc1ccc(OC(F)(F)F)cc1)C1CCCCN1S(=O)(=O)c1ccccc1 (stereo not given)	-2%	.	.	.	2%
3	OCCC1CN(Cc2ccc(-n3cccn3)cc2)CCN1Cc1ccccc1 (stereo not given)	-8%	-3%	-4%	?	0%
4	CN(C)S(=O)(=O)Oc1cccc(C(=O)Nc2ccc([N+](=O)[O-])cc2)c1	?	61%	5%	-1%	19%
5	Cn1c(=O)c2c(nc(CN3CCN(C(=O)c4ccco4)CC3)n2CC(N)=O)n(C)c1=O	-3%	2%	-3%	-1%	-5%
6	COC(=O)c1ccc(COc2cccc3c2OC(C)(C)C3)cc1	16%	?	3%	-7%	2%
7	O=C(CS(=O)(=O)c1ccccc1)N1CCCCC1	7%	11%	7%	-3%	9%
8	CC1(C)CC(=O)C(C=N)=C(O)C1	-8%	13%	-14%	0%	-11%
9	COc1ccc(C(=O)Nc2ccc(Cl)cc2C(=O)N2CCCC(C)C2)cc1 (stereo not given)	-2%	-15%	1%	2%	3%
10	CCCCCn1c(=O)[nH]c2cc(C(=O)NCCCN3CCCCC3)ccc2c1=O	2%	-22%	5%	-40%	28%
11	COc1cc(OC)c(OC)cc1CN1CCN(c2ccc(F)cc2)CC1	0%	-21%	-6%	-5%	3%
12	CCOc1ccc(-c2nnc3ccc(SCC(=O)Nc4nc5ccc(C)cc5s4)nn23)cc1	-2%	23%	-12%	2%	-7%

no.	BRCA1 expr act	uPA surface inh	ELG1 genotoxic	FLuc counter	NPC1 prom act
1	13%	7%	1%	-1%	-1%
2	-39%	2%	0%	-16%	-3%
3	-6%	-3%	-3%	-3%	-1%
4	30%	0%	-14%	13µM*	15%
5	5%	2%	1%	0%	-1%
6	-20%	?	13%	-16%	4%
7	19%	2%	7%	0%	1%
8	5%	-7%	3%	1%	-1%
9	-13%	-8%	0%	-1%	2%
10	-27%	-4%	-1%	0%	0%
11	-20%	-4%	-3%	-1%	-2%
12	-21%	2%	-7%	0%	-3%

no.	mol	Rab9 promoter act	RORgamma inh	Gal4-VP16 FLuc	MBNL1 CUG block	p53 reactivator
13	CC(=O)N1CCN(Cc2nc3cc(NC(=O)COc4cccc(C)c4)ccc3n2C)CC1	-9%	23%	11%	5%	-10%
14	COc1ccc(NC(=O)CN2CCN(C3c4ccccc4-c4ccccc43)CC2)cc1	-1%	?	-1%	1%	-1%
15	Cc1ccsc1/C=N/n1c(-c2ccco2)n[nH]c1=S	16%	-71%	-23%	14%	-5%
16	Nc1ccc(N2CCCCCC2)cc1	?	?	?	8%	-6%
17	Cc1c(OC(C)C(=O)NC(Cc2c[nH]c3ccc(O)cc23)C(=O)O)ccc2c1oc(=O)c1ccccc12 (stereo not given)	-1%	14%	-3%	2%	7%
18	Cc1onc(-c2c(F)cccc2Cl)c1C(=O)OCC(=O)Nc1c(C)n(C)n(-c2ccccc2)c1=O	3%	-7%	-2%	-19%	-5%
19	COc1ccccc1NC(=O)N1CCc2[nH]c3ccc(Cl)cc3c2C1	-4%	?	0%	-4%	-5%
20	Cc1ccccc1NC(=O)CSc1nc(Nc2ccccc2)nc(N2CCOCC2)n1	-1%	-45%	4%	-7%	-11%
21	CCOc1nc2ccccc2nc1NS(=O)(=O)c1ccccc1	-7%	-18%	-5%	-4%	?
22	CN(C)S(=O)(=O)c1ccc(C(=O)Nc2ccccc2OC(F)(F)C(F)F)cc1	-6%	-8%	-5%	0%	0%
23	CCCCNC(=O)CSc1nnc(Cc2ccccc2)n1CC	-4%	-2%	1%	-5%	-7%
24	CC(=O)c1cccc(NC(=O)COC(=O)COc2c(Cl)cc(Cl)c3ccc(C)nc23)c1	0%	?	?	9%	-9%

no.	BRCA1 expr act	uPA surface inh	ELG1 genotoxic	FLuc counter	NPC1 prom act
13	-15%	7%	-14%	-1%	-2%
14	-6%	.	-6%	-3%	3%
15	8%	0%	0%	-16%	-4%
16	.	.	-3%	-16%	?
17	7%	14%	0%	?	-1%
18	0%	8%	-7%	-4%	3%
19	-49%	0%	1%	-2%	0%
20	-45%	1%	-1%	0%	-1%
21	1%	-4%	1%	-3%	-1%
22	-21%	.	-1%	-2%	-5%
23	-7%	-1%	-1%	-1%	-1%
24	-3%	-2%	0%	1%	-2%

# Some values from above:
# `CCOc1nc2ccccc2nc1NS(=O)(=O)c1ccccc1` in MBNL1 CUG block is listed with -4%
# `Cc1onc(-c2c(F)cccc2Cl)c1C(=O)OCC(=O)Nc1c(C)n(C)n(-c2ccccc2)c1=O` in p53 reactivator is listed with -5%
# `Cc1ccccc1NC(=O)CSc1nc(Nc2ccccc2)nc(N2CCOCC2)n1` in Rab9 promoter act is listed with -1%
# `CCCCCn1c(=O)[nH]c2cc(C(=O)NCCCN3CCCCC3)ccc2c1=O` in uPA surface inh is listed with -4%

# New compounds follow
no.	mol	Rab9 promoter act	RORgamma inh	Gal4-VP16 FLuc	MBNL1 CUG block	p53 reactivator
25	Cc1c(NC(=S)NC(=O)c2ccccc2Cl)c(=O)n(-c2ccccc2)n1C	-3%	4%	-3%	-8%	9%
26	O=C(NCc1ccco1)C(=O)NCC(c1ccco1)N1CCOCC1 (stereo not given)	2%	-17%	-3%	-1%	-1%
27	O=C(NCc1ccc(F)cc1)c1cc2ccccc2o1	9%	-7%	?	-4%	13%
28	CC(=O)OCCCCON1C(=O)c2ccccc2C1=O	-5%	-9%	1%	?	0%
29	CCOc1ccc(S(=O)(=O)N2CCN(Cc3ccc4c(c3)OCO4)CC2)cc1OCC	-1%	7%	-3%	0%	-2%
30	COc1ccccc1-c1nnc(NC(=O)c2ccc(S(=O)(=O)N(C)C)cc2)o1	1%	0.71µM*	0.63µM*	7%	1%
31	O=C(OC(C(=O)NCc1ccco1)C(OC(=O)c1ccccc1)C(=O)NCc1ccco1)c1ccccc1 (stereo not given)	-4%	-14%	?	18%	1%
32	O=C(COC(=O)c1cccc(C(F)(F)F)c1)NC(=O)NC1CCCC1	.	.	.	.	0%
33	O=C1N/C(=C/c2cccn2-c2ccccc2)C(=O)N1Cc1ccccc1F	-6%	26%	-1%	.	2%
34	O=C(CCC1CCCC1)N[C@@H](Cc1ccc(O)cc1)C(=O)O	-2%	16%	-13%	-21%	0%
35	C=CCN(c1ccccc1OC)S(=O)(=O)c1ccc(Cl)c(C(=O)Nc2ccc(N3CCOCC3)cc2)c1	1%	-3%	10%	-4%	-4%
36	CCCCOc1ccc(C2C(C(=O)c3ccc(C)o3)=C(O)C(=O)N2CC2CCCO2)cc1 (stereo not given)	-1%	31%	-7%	37%[activator]	-8%

no.	BRCA1 expr act	uPA surface inh	ELG1 genotoxic	FLuc counter	NPC1 prom act
25	12%	-2%	0%	0%	-1%
26	16%	2%	2%	-1%	-3%
27	32%	-5%	4%	-12%	5%
28	2%	8%	4%	1%	-2%
29	-25%	2%	-4%	2%	-3%
30	-44%	-3%	-15%	4%	0%
31	-2%	3%	0%	5%	-1%
32	-5%	6%	0%	.	.
33	-15%	3%	1%	8%	-3%
34	6%	14%	1%	2%	0%
35	0%	-3%	1%	-8%	-15%
36	28%	-2%	0%	2%	-5%

no.	mol	Rab9 promoter act	RORgamma inh	Gal4-VP16 FLuc	MBNL1 CUG block	p53 reactivator
37	Cc1c(NC(=O)c2cc(-c3ccc(O)cc3)on2)c(=O)n(-c2ccccc2)n1C	-25%	1%	5%	-4%	-4%
38	Cc1ccc(-c2nn(CCC(N)=O)c(=O)c3ccccc23)cc1	-6%	-18%	2%	-3%	-2%
39	NC(=O)NC(=O)CSc1ccccc1	-3%	14%	-4%	10%	-1%
40	C[C@]12c3[nH]c4cc(-c5ccco5)ccc4c3CCN1C(=O)[C@@H](CC(=O)NCC13CC4CC(CC(C4)C1)C3)C[C@@H]2C(=O)N1CCCCC1	.	.	.	.	7%
41	CCOc1cccc2c1OC1(C)CC2NC(=O)N1c1cccc(C(=O)N2CCN(c3ccccn3)CC2)c1 (stereo not given)	0%	15%	-9%	-2%	2%
42	O=C(CSc1nnc(-c2ccc(Cl)s2)o1)N1CCOCC1	?	-20%	-22%	-3%	?

no.	BRCA1 expr act	uPA surface inh	ELG1 genotoxic	FLuc counter	NPC1 prom act
37	-28%	0%	6%	-11%&-9%	-3%
38	16%	-8%	13%	-1%&-1%	-2%
39	-22%	1%	3%	-4%	-7%
40	-69%	?	-8%	.	.
41	-1%	-8%	-2%	1%	0%
42	.	.	4%	-16%	?

# Whole records as entered above. Order of screens: Rab9 promoter act, RORgamma inh, Gal4-VP16 FLuc, MBNL1 CUG block, p53 reactivator, BRCA1 expr act, uPA surface inh, ELG1 genotoxic, FLuc counter, NPC1 prom act
# O=C(CSc1nnc(-c2ccc(Cl)s2)o1)N1CCOCC1 as listed: ?, -20%, -22%, -3%, ?, ., ., 4%, -16%, ?
# Cc1ccc(-c2nn(CCC(N)=O)c(=O)c3ccccc23)cc1 as listed: -6%, -18%, 2%, -3%, -2%, 16%, -8%, 13%, -1%&-1%, -2%
